MEX-5 binding: MEX-5 zinc finger RNA-binding disruptors – biochemical, C. elegans, fluorescence polarization, MLPCN library, primary screen. Zinc finger protein mex-5 (Caenorhabditis elegans), Q9XUB2. MEX-5/FITC-TCR2 RNA binding; hits give low values. activity score (negative = inhibition of binding), % at 10 µM. 300,000 compounds, 0.38% hits;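 active = inhibition past about -25% in most replicates, and total fluorescence under double the plate's negative control median, limit read from the data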;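 also: 0% = DMSO and -100% = 5 µM competing unlabeled TCR2 RNA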
Target sequence (Q9XUB2 whole entry, looked up): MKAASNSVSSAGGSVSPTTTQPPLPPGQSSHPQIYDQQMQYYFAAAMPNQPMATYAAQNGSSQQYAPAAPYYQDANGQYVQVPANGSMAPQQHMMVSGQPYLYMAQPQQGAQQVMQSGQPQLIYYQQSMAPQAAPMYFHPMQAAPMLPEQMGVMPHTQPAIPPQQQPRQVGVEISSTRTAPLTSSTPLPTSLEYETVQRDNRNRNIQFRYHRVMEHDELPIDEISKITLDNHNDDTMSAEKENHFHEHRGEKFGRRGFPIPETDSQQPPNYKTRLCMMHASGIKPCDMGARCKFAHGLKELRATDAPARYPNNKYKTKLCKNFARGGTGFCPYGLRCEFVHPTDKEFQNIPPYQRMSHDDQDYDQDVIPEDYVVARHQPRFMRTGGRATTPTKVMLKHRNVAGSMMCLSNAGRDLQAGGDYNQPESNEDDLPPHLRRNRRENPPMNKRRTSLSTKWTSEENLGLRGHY
GLD-1 RNA inh: GLD-1/TGE RNA complex disruptors, primary screen, biochemical, fluorescence polarization; 320,000 compounds, 0.44% hits; purified GLD-1 + fluorescein TGE RNA; inhibition, % at 5.96 µM; AID 2280, 2010;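 active = percent inhibition above a per-plate cutoff, the plate mean of test compounds plus 3 SD, cut at about 30% in these data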;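 also: 0% = DMSO wells with GLD-1 and probe and 100% = wells lacking GLD-1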
EBNA-1 inhibitor: EBNA-1 DNA-binding inhibitors, primary screen, biochemical, fluorescence polarization; AID 1950, 2009; 300,000 compounds, 0.34% hits; inhibition, % at 14.8 µM; in the data active = inhibition above about 28%
BCLXL inh: inhibitors of human Bcl-xL, primary screen, biochemical, fluorescence polarization, HTS. GST-Bcl-xL / FITC-Bim BH3 peptide fluorescence polarization. inhibition, % at 10.9 µM. 320,000 compounds, 0.7% hits. Bcl-2-like protein 1 (Homo sapiens), Q07817. AID 2129, 2009;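 active = inhibition above the mean of all tested compounds plus 3 SD, cutoff set per campaign, cut at about 30% in these data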;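 also: 0% = DMSO wells and 100% = unlabeled Bim-BH3 peptide competitor; inhibitors lower millipolarization by displacing the labeled peptide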
Target sequence (Q07817 whole entry, looked up): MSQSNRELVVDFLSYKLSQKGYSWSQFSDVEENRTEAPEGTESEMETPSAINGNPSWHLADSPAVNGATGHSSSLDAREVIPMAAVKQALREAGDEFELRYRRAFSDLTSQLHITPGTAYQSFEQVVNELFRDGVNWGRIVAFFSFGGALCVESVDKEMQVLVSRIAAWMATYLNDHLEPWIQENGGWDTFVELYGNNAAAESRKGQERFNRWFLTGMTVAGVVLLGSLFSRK
Fam108B counter: mouse Fam108B serine hydrolase inhibitors, primary screen, counter-screen for RBBP9 inhibitor project, biochemical, fluorescence polarization. recombinant Fam108B, FP-Rh probe fluorescence polarization. inhibition, % at 9.51 µM. 300,000 compounds, 0.33% hits;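 active = inhibition above the screen mean inhibition plus 3 SD, computed separately per campaign, cut at about 18% in these data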;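 also: inhibitors lower polarization as less probe binds the enzyme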
Efflux pump inh: inhibitors of Candida efflux pumps in yeast, primary screen, S. cerevisiae, Nile Red, multiplex | S. cerevisiae Candida pump triplex | inhibition, % at 10 µM | 330,000 compounds, 0.44% hits;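 active = plate passing quality check with inhibition over a set limit, or well fluorescence over plate mean plus 4 SD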;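 also: Nile Red retained in pooled yeast measured as flow cytometry median fluorescence; 0% = buffer negative control and 100% = Enniatin B positive control; higher means more Nile Red kept so more efflux inhibition; some compounds called inactive have numbers as strong as hits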
CR mimetic SO: reduction of superoxide in aged yeast, primary screen, HTS; superoxide response (% of plate mean), % at 10 µM; S. cerevisiae aged cells, superoxide DHE fluorescence; hits give low values; AID 2690, 2010; 330,000 compounds, 0.18% hits;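 active = superoxide response under a set limit, about three screen SD below normal, cut at about 65% in these data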;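 also: yeast aged for seven days with compound at 30 °C before DHE staining; 100% = average MFI of all compound-treated wells on the plate with controls excluded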
ZTA counter: counter-screen for EBNA-1 inhibitors: inhibitors of Epstein-Barr virus ZTA; P03206; ZTA-DNA binding, fluorescence polarization; inhibition, % at 11 µM; 320,000 compounds, 0.15% hits; AID 2234; in the data active = inhibition above about 33%
MCL1 BIM primary: inhibitors of MCL1 binding to BIM-BH3, primary screen, biochemical, fluorescence polarization; Induced myeloid leukemia cell differentiation protein Mcl-1 (Homo sapiens), Q07820; GST-MCL1 / FITC-Bim-BH3 fluorescence polarization; inhibition, % at 10.9 µM; 320,000 compounds, 0.68% hits; AID 2057, 2009;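 active = inhibition above the mean inhibition of all tested compounds plus 3 SD, set per campaign, cut at about 40% in these data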;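 also: 0% = DMSO wells and 100% = unlabeled Bim-BH3 peptide control; higher means more loss of mP so more displacement of Bim peptide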
Target sequence (Q07820 whole entry, looked up): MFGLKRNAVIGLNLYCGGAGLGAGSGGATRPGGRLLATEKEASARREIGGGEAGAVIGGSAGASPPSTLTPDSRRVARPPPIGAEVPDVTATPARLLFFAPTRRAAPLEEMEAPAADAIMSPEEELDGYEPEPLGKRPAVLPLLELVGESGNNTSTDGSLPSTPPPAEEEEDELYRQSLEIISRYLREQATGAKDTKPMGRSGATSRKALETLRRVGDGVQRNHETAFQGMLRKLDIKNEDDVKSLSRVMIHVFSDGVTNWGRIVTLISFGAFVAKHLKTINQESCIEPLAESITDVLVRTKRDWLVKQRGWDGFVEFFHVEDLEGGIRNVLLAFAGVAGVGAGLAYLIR
* hit, by the source's call; / = not tested or not shown.

SMILES	MEX-5 binding	GLD-1 RNA inh	EBNA-1 inhibitor	BCLXL inh	Fam108B counter	Efflux pump inh	CR mimetic SO	ZTA counter	MCL1 BIM primary
O=C(CSc1nnc2c(Cl)cc(Cl)cn12)NC1CCS(=O)(=O)C1 (centres undefined)	-1.8	3.2	-5.9	3.2	-2.5	0.5	106.2	3.3	3.6
CN1CCN(CCCCOc2ccc(F)cc2)CC1	-0.2	-9.8	-3.1	2.6	6.0	0.1	106.1	-8.0	3.6
COc1ccc(CCNC(=O)c2cc(-c3cccs3)on2)cc1OC	-0.5	6.0	0.0	7.4	0.0	-0.1	98.5	3.4	10.8
COc1ccc(CCNC(=O)c2ccc3c(SCC(=O)O)c4c(nc3c2)CCCC4)cc1OC	-0.7	5.5	-7.2	15.5	4.1	-0.1	107.3	-13.7	1.7
Cc1cc(C)cc(OCC(O)Cn2nc(C)cc2C)c1 (centres undefined)	0.6	-0.9	-1.1	9.7	5.9	0.2	80.0	-11.9	8.2
O=C(NCSc1ccncn1)c1ccccc1	0.4	-2.0	-1.7	12.1	0.4	0.2	82.0	-6.9	14.7
O=C(CCn1c(=O)sc2ccccc21)NC1CCCCC1	-4.8	-4.3	-7.3	6.0	-1.0	0.2	89.5	10.9	5.7
Cc1cccc(NC(=O)NCCN2C(=O)C3C4C=CC(C4)C3C2=O)c1 (centres undefined)	3.3	0.7	-3.8	4.4	3.0	0.2	94.5	8.3	6.9
Cc1cccc(/C=C/C(=O)c2ccc([N+](=O)[O-])o2)c1	0.0	1.9	6.5	-1.8	5.4	-0.3	81.4	0.4	-6.2
CCN(CC)CCCN1C(=O)C(O)=C(C(=O)c2cc3ccccc3o2)C1c1ccccn1 (centres undefined)	/	-8.3	-9.1	0.8	1.4	0.1	100.7	-0.3	2.9
CC1CCC(NC(=O)c2ccc(NC(=O)c3ccc(=O)[nH]c3)cc2)CC1 (centres undefined)	-0.8	5.9	-2.8	-0.9	3.3	0.0	118.9	-8.7	4.6
CCOC(=O)c1ccc(NS(=O)(=O)c2c(C)[nH]c(C)c2C(=O)N2CCCCC2)cc1	-1.4	-3.5	-4.9	14.3	-1.4	-0.1	92.6	-3.8	6.0
O=C(O)c1ccccc1/C=N/NC(=O)C1CCCCC1	1.6	-1.8	-20.7	-2.3	0.8	-0.1	108.8	-22.4	-0.8
Cc1ccccc1-c1nc2cc(N)ccc2o1	0.4	5.9	4.1	-0.3	2.8	0.1	93.8	2.0	3.6
O=C(CSc1nc2ccccc2c(=O)n1-c1ccc(F)cc1)NC1CC1	/	2.9	/	6.7	/	0.2	108.3	7.3	6.7
O=C(Nc1ccc(Cl)cc1Cl)C1CCCO1 (centres undefined)	1.4	6.0	0.6	4.5	0.3	0.0	90.3	2.9	4.6
CSc1nc2nc(C)c(C/C=C/c3ccccc3)c(=O)n2[nH]1	-0.9	-8.2	-20.8	-2.9	1.3	0.3	101.5	1.2	0.9
COc1cccc(C(=O)/C=C/Nc2ccc(NC(C)=O)cc2)c1	3.3	-3.8	-3.3	1.8	1.5	-0.1	97.9	-4.2	-0.8
O=C(COc1ccc(F)cc1Br)NCc1ccccn1	-0.8	-7.9	-14.8	0.0	-1.1	0.5	85.9	-17.3	8.9
CCCCCCCC/C=C\CCCCCCCC(=O)NCCO	/	-2.6	6.2	0.2	-0.6	0.1	114.0	-16.9	-4.9
CC(C)c1ccc(C(C(=O)NC2CCCC2)N(C(=O)c2csnn2)C2CC2)cc1 (centres undefined)	-1.5	-4.0	1.3	5.2	-2.6	0.2	106.7	-20.9	9.2
COc1ccccc1N1CCN(/N=C/c2cc(OC)c(OC)c(OC)c2)CC1	2.5	-7.2	-13.2	0.4	3.7	0.2	77.2	-6.6	-16.8
CC(C)=CC(=O)Nc1ccc2c(c1)OCO2	-0.5	-1.7	5.7	-1.7	3.9	0.1	110.2	7.6	2.2
COc1ccc(CCNc2cc(C)nc3c(-c4ccc(Cl)cc4)c(C)nn23)cc1OC	/	9.6	-4.2	-1.2	4.1	0.9	87.4	0.3	3.2
COc1cc(-c2nc3ccccc3c(=O)n2N)cc(OC)c1OC	0.0	11.4	-4.1	0.3	1.9	-0.3	84.2	-5.8	5.6
Cc1cccc(OCCOCCSc2ncccn2)c1	0.1	3.2	-6.3	1.7	-2.6	0.1	104.2	7.8	7.7
N#CCCN1CCN(C(CNS(=O)(=O)c2ccc(Cl)cc2)c2ccccc2)CC1 (centres undefined)	0.1	-6.3	5.0	2.0	7.6	-0.1	93.8	8.3	4.8
Cn1c(CNC(=O)c2ccco2)nnc1SCC(=O)Nc1ccccc1Cl	0.2	1.4	-8.5	1.5	-3.0	0.1	91.1	1.2	-0.2
Cc1ccc(N2CC3=C(C2=O)C(c2ccccc2)NC(=O)N3C)cc1 (centres undefined)	-1.6	3.5	5.0	1.9	1.1	-0.1	108.5	15.5	2.0
O=C(COC(=O)c1c[nH]c2ccccc12)Nc1cccc(F)c1	/	-0.5	/	-8.3	/	0.1	82.6	0.9	-4.8
CC(C)CCNc1nnnc2c1sc1nc(N3CCOCC3)c3c(c12)CC(C)(C)SC3	1.8	-4.0	4.6	-0.8	-1.8	0.0	90.5	0.7	8.7
COc1ccc(OCCCC(=O)OC(C)C(=O)Nc2ccc(NC(C)=O)cc2)cc1 (centres undefined)	1.8	-1.2	-5.1	-5.1	0.5	-0.1	100.2	-10.7	-23.7
CC(C)(C)NC(=O)c1cnn(-c2ccccc2)c1NC(=O)c1ccccc1	-1.5	6.4	-12.9	0.4	1.2	0.3	116.6	-1.8	-3.5
O=C(COC(=O)c1ccc[nH]c1=O)Nc1ccc2c(c1)OC(F)(F)O2	1.0	9.7	0.7	-3.5	-2.9	0.1	92.8	-2.1	3.8
CC(C)(C)CN1CCN(CC#Cc2ccccc2)CC1CCO (centres undefined)	-4.5	10.1	1.0	9.5	3.0	0.3	111.7	-8.4	20.2
O=C(COC(=O)c1cccnc1Nc1ccccc1F)NCc1ccc2c(c1)OCO2	2.0	2.0	23.9	3.8	-3.6	-0.1	106.4	11.1	-3.3
CCN(CC(=O)Nc1c(F)cccc1F)C(=O)/C=C/c1ccc(OCC#N)c(OC)c1	-1.4	1.5	-11.4	-1.7	1.0	0.2	113.8	-7.8	1.4
COCCCN1C(=O)C(O)=C(C(=O)c2ccco2)C1c1ccc(Br)cc1 (centres undefined)	-1.8	3.4	5.6	3.2	0.9	-0.1	109.8	0.8	-4.3
CCCCNS(=O)(=O)c1ccc(NC(=O)Cc2ccccc2[N+](=O)[O-])cc1	-1.6	-2.9	-5.9	-8.3	0.1	0.4	121.9	14.4	-5.4
CCc1cccc(CC)c1NC(=O)c1ccccc1CCc1ccccc1	0.4	6.1	-5.9	6.2	-5.9	0.0	98.8	5.7	0.1
Cc1cc(C)nc(-n2nc(C)cc2NC(=O)COC(=O)CCC(=O)c2cccs2)n1	2.5	3.6	-2.3	8.0	1.0	0.0	92.3	-4.9	7.9
O=C(c1ccco1)N1CCN(C(=O)C2Cc3ccccc3CN2S(=O)(=O)c2ccc(F)cc2)CC1 (centres undefined)	0.5	2.5	14.8	1.7	0.3	0.1	97.8	-7.5	-7.4
O=C(CN1C(=O)c2cccc3cccc1c23)N1CCc2ccccc2C1	0.0	-12.3	-1.4	4.9	-4.0	-0.2	97.7	-9.6	1.0
Cc1nn(-c2cccc(C(=O)O)c2)c(C)c1[N+](=O)[O-]	1.3	0.5	-6.3	3.7	-2.5	-0.1	104.3	9.5	-6.5
COc1ccccc1N(CC(=O)N/N=C/c1ccc(C(=O)O)cc1)S(=O)(=O)c1ccc(C)cc1	-0.6	3.4	3.3	1.3	-0.6	0.2	113.4	11.3	2.1

A different layout for 2 compounds above:
COc1ccc(OCCCC(=O)OC(C)C(=O)Nc2ccc(NC(C)=O)cc2)cc1 (centres undefined)
  MEX-5 binding: 1.8
  GLD-1 RNA inh: -1.2
  EBNA-1 inhibitor: -5.1
  BCLXL inh: -5.1
  Fam108B counter: 0.5
  Efflux pump inh: -0.1
  CR mimetic SO: 100.2
  ZTA counter: -10.7
  MCL1 BIM primary: -23.7

O=C(c1ccco1)N1CCN(C(=O)C2Cc3ccccc3CN2S(=O)(=O)c2ccc(F)cc2)CC1 (centres undefined)
  MEX-5 binding: 0.5
  GLD-1 RNA inh: 2.5
  EBNA-1 inhibitor: 14.8
  BCLXL inh: 1.7
  Fam108B counter: 0.3
  Efflux pump inh: 0.1
  CR mimetic SO: 97.8
  ZTA counter: -7.5
  MCL1 BIM primary: -7.4

Next records
SMILES	MEX-5 binding	GLD-1 RNA inh	EBNA-1 inhibitor	BCLXL inh	Fam108B counter	Efflux pump inh	CR mimetic SO	ZTA counter	MCL1 BIM primary
Cc1[nH]c2c(ccc3ccccc32)c1C1C(CCN)C1(C)C (centres undefined)	1.3	1.4	10.0	6.0	3.3	0.1	103.2	2.4	10.4
O=C(Nc1ccccc1)c1c(F)cccc1F	-0.1	-6.7	1.5	1.9	4.1	0.0	110.4	3.9	1.6
Cc1cccc(-n2c(-c3ccccc3)c[nH]c2=S)c1C	7.4	2.3	-5.3	-7.9	-2.7	-0.1	108.0	-4.5	-3.3
C1CCc2c(nc3nnnn3c2NC2CCCC2)C1	-2.0	5.6	3.2	1.1	4.7	0.0	84.2	10.4	2.6
S=c1[nH]nc(-c2cccnc2)n1-c1ccc2c(c1)OCCO2	2.0	12.5	8.6	-16.9	-1.6	0.1	112.5	13.9	-16.4
CC(C)c1nnc2c(N(C)S(=O)(=O)c3ccccc3)nc3ccccc3n12	0.3	-3.1	5.0	1.6	0.0	-0.1	99.7	9.7	-6.5
COc1ccc(-c2cc(C(=O)N/N=C(\C)c3cccnc3)c3ccccc3n2)c(OC)c1	-4.6	-4.0	4.0	5.9	2.5	-0.1	/	-8.8	10.3
Cc1cc(OC(C)C(=O)NCCCN2CCCC2=O)c2c(C)c(C)c(=O)oc2c1 (centres undefined)	-2.0	6.8	-8.0	2.3	-1.3	-0.2	88.0	-17.6	-3.7
COCCCn1c(C)cc(C(=O)CN2c3cccc4cccc(c34)S2(=O)=O)c1C	/	1.1	/	11.7	/	-0.2	98.7	-0.4	11.9
NC(=O)c1c(NC(=O)C(=O)NCCCN2CCOCC2)sc2c1CCCC2	-2.2	1.8	11.7	0.7	-1.4	0.0	96.5	10.0	-4.7
Cc1ccc(O)c(NC(=O)c2cccc(NC(=O)c3ccco3)c2)c1	-1.2	0.7	-6.5	-3.4	1.4	0.2	109.3	12.0	-10.8
COc1ccccc1C(=O)NCC(=O)OC(C)C(=O)N1CCOCC1 (centres undefined)	3.3	-3.2	-4.8	-11.1	4.5	0.0	112.7	-22.1	-24.0
COC(=O)C1CCCCN1C(=O)c1ccc(OC2CCN(C(C)=O)CC2)c(OC)c1 (centres undefined)	-0.5	9.4	2.0	-1.2	0.3	-0.1	103.0	5.9	9.0
Cc1cc(S(=O)(=O)N(Cc2ccc(C(C)C)cc2)CC2CCCO2)ccc1-n1cnnn1 (centres undefined)	-7.1	0.2	5.3	2.0	-3.6	0.1	92.5	-4.6	-1.9
Cc1ccc2nc(NC(=O)C3CCN(S(=O)(=O)c4cccnc4)CC3)sc2c1	-0.7	2.8	2.6	5.7	-0.6	0.0	108.0	3.1	7.7
